High-throughput results (PubChem)
Kir21 inh: blocks the mouse Kir2.1 inward-rectifier potassium channel; AID 1672; B-score at 10 µM; HEK293-Kir2.1, FluxOR thallium flux fluorescence; hits give low values; actives 0.85% (n = 310,000);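 active means fluorescence ratio B-score at or below minus 3 SD of library scores, with starting-brightness B-score within 2 SD, cut at about -4.2 in these data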;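 further: channel flux triggered by added potassium and thallium sulfate stimulus; B-score of peak minus minimum fluorescence over baseline after thallium stimulus; more negative B-score means stronger Kir2.1 block with less thallium influx; some compounds called inactive have numbers as strong as hits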
Target sequence (P35561 whole entry, looked up): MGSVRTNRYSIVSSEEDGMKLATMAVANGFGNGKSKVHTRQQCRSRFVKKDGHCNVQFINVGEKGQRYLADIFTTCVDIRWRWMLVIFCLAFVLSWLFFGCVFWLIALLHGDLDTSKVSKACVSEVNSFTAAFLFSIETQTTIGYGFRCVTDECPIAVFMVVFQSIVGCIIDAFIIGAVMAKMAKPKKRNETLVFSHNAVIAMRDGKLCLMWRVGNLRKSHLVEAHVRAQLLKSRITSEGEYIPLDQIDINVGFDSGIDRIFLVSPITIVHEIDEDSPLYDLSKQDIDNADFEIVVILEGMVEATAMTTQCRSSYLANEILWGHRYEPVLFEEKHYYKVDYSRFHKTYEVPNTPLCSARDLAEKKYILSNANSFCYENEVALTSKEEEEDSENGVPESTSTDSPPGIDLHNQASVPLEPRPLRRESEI
KCNQ2 block: KCNQ2 potassium channel inhibitors, primary screen, cell-based, CHO-K1, FluxOR thallium flux, B-score (AID 2156); O88943; 20 min; hits give low values; B-score at 10 µM; actives 1.1% (n = 310,000);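 active means fluorescence ratio B-score at most minus 3 library SDs, with starting brightness B-score within 2 library SDs, cut at about -5.5 in these data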
STK33 kinase inh: human STK33 kinase inhibition | inhibition, % at 10 µM | AID 2661 | purified STK33, MBP phosphorylation, ADP-Glo luminescence | Q9BYT3 | actives 0.073% (n = 320,000);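 active means inhibition at or above 25%, using the most active replicate where run in duplicate; inactive means inhibition below 25%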
Target sequence (Q9BYT3 whole entry, looked up): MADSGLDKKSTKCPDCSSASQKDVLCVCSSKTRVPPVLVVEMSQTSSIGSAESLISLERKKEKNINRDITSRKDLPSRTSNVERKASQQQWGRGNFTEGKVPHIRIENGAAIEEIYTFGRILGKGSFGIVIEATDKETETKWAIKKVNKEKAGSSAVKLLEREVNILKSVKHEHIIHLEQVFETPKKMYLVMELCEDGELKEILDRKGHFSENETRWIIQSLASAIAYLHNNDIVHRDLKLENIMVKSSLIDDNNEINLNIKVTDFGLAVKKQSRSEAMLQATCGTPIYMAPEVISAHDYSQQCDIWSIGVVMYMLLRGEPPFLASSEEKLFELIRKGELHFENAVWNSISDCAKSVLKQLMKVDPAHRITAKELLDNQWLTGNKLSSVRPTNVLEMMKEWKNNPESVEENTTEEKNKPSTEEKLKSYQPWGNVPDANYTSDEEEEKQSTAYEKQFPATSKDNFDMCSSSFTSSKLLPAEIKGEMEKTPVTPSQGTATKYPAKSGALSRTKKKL
* hit, by the source's call; i = inactive; . = not tested or not shown.

canonical_smiles | Kir21 inh | KCNQ2 block | STK33 kinase inh
O=C(CSc1nnc2ccccn12)Nc1cccc(S(=O)(=O)N2CCOCC2)c1 | -0.88 | i | -1.1
CCOC(=O)CSc1nc2ccsc2c(=O)[nH]1 | -0.01 | i | -1.1
Cc1ccc(N(C)C(=O)CCNC(=O)Cn2cnc3ccccc3c2=O)cc1C | -0.18 | i | -0.6
COc1cc2c(c(OC)c1OC)-c1c(cc(OC)c(OC)c1OC)C[C@](C)(O)[C@@H](C)C2 | -0.17 | i | -1.5
COc1ccc(/C=N/NC(=O)c2ccn[nH]2)cc1CSc1ccccn1 | 0.59 | i | 0.4
O=C(Nc1ccc(F)cc1)c1ccccc1S(=O)(=O)c1ccccc1[N+](=O)[O-] | 0.36 | i | 7.2
Nc1ccn(-c2ccc(Cl)cc2)c(=O)c1 | -0.43 | i | -0.6
CCCCCn1c(=O)[nH]c2cc(C(=O)NCCCN(CC)CC)ccc2c1=O | -0.24 | i | -0.8
Cc1[nH]c2ccc(C(=O)N3CCN(Cc4ccccc4)CC3)cc2c1C | 0.77 | i | -1.8
Cc1cc(NC(=O)CCC(=O)N(Cc2ccco2)C2(C(=O)NC3CCCCC3)CCCC(C)C2)no1 (stereo not given) | 1.4 | i | -2.2
O=C1NCC(O)=C1C=NCCCO | -0.53 | i | 0.1
CCOc1ccc(NS(=O)(=O)c2ccc(C(=O)NCCCN3CCCC3=O)cc2)cc1 | 0.69 | i | -1.3
CC(C)CC(=O)NC(=S)Nc1ccc(N2CCCC2)c(Cl)c1 | -0.56 | i | 0.1
COc1ccccc1N1CCN(C(=O)c2ccc(Cl)c(S(=O)(=O)N3CCOCC3)c2)CC1 | -2.5 | i | -0.1
COc1ccc(C2/C=C\CN(C(=O)OCc3ccccc3)CC(=O)N2Cc2ccc(F)cc2)cc1 (stereo not given) | 0.28 | i | 0.8
COc1ccc(-c2c(NC(C)=O)n(C)c3ccccc3c2=O)cc1 | 1.3 | i | 0.8
CCOc1ccccc1C(=O)Nc1ccc(S(=O)(=O)N2CCOCC2)cc1 | -0.86 | i | 2.9
COc1ccc(NC2=CC(=S)NC(C)(C)C2)cc1 | 0.08 | i | -0.2
COCCCNC(=S)N/N=C/c1ccc(N(C)C)cc1Cl | 1.2 | i | -0.4
CN1C(=O)/C(=C/c2cn(CC(=O)N3CCCCC3)c3ccccc23)NC1=S | 0.37 | i | -0.4
CC(=O)N1CCc2ccc(S(=O)(=O)N3CCc4ccccc43)cc21 | 0.63 | i | 0.7
Cc1cc(=O)[nH]c(N/N=C/c2ccc([N+](=O)[O-])cc2)n1 | 0.5 | i | -1.2
Cc1ccc(S(=O)(=O)N2CCCOC2CNC(=O)C(=O)NCc2ccco2)cc1 (stereo not given) | -1.4 | i | -1.7
O=C(C1CCN(Cc2nc(Cc3cccc(F)c3)no2)CC1)N1CCOCC1 | -0.23 | i | -2.7
CCc1cccc(CC)c1NC(=S)N1CCn2cccc2C1c1cccnc1 (stereo not given) | 0.52 | i | -1.4
COCCn1c(C)cc(C(=O)COc2cccnc2[N+](=O)[O-])c1C | -0.05 | i | -1.2
CCc1cc(Cn2nc(-c3ccccc3)cc2C(=O)NCC2CC2)on1 | -1.1 | i | -0.7
Cc1snnc1C(=O)NC(=S)Nc1ccccc1 | 0.1 | i | -2.2
CCC(c1nnc(SCC(=O)Nc2ccc(N3CCOCC3)cc2)n1Cc1ccccc1)N(C)C (stereo not given) | 0.17 | i | 0.3
O=C(NCc1cccc(Cl)c1)c1ccc(CS(=O)Cc2ccc(Cl)cc2)o1 (stereo not given) | -0.52 | i | 0.9
CCOC(=O)N1CCN(C(=O)CSc2nnc(-c3ccc(C)c(C)c3)o2)CC1 | 0.04 | i | -1.2
COCCN(C(=O)CSc1nnc(-c2ccccc2F)o1)c1c(N)n(CC(C)C)c(=O)[nH]c1=O | -0.02 | i | -1.4
COc1c(C)cc(C(=O)C2CCCN(C(=O)CCc3scnc3C)C2)cc1C (stereo not given) | -2.1 | i | -0.6
Cc1cc(C(=O)Nc2sc3c(c2C#N)CCC(C)C3)no1 (stereo not given) | -0.29 | i | -1.3
COc1ccc(CNS(=O)(=O)c2ccc(S(=O)(=O)NC3CC3)cc2)cc1 | 0.78 | i | -0.5
Cc1ccc(CN2CCSc3ccc(C(=O)NCc4cccnc4)cc32)cc1 | 0.69 | i | -0.2
NC(=O)NC(=O)CN1C(=O)NC(c2ccccc2)(c2ccccc2)C1=O | 1.4 | i | 1.2
COc1ccccc1NC(=O)CN1C(=O)COc2ccc(S(=O)(=O)N3CCOCC3)cc21 | -1.6 | i | -1.8
COc1ccc(S(=O)(=O)NC(C)C(=O)NCc2ccncc2)cc1OC (stereo not given) | -0.44 | i | -0.7
CC(C)(C)OC(=O)N1CCC(CC2CC(c3cccc(Br)c3)=NO2)(C(=O)NCC2CCCCC2)CC1 (stereo not given) | -0.76 | -8.1* | -0.1

Part of the list above in order of count of non-hydrogen atoms, largest number first.
canonical_smiles | Kir21 inh | KCNQ2 block | STK33 kinase inh
Cc1ccc(S(=O)(=O)N2CCCOC2CNC(=O)C(=O)NCc2ccco2)cc1 (stereo not given) | -1.4 | i | -1.7
Cc1ccc(CN2CCSc3ccc(C(=O)NCc4cccnc4)cc32)cc1 | 0.69 | i | -0.2
CCc1cc(Cn2nc(-c3ccccc3)cc2C(=O)NCC2CC2)on1 | -1.1 | i | -0.7
Cc1cc(=O)[nH]c(N/N=C/c2ccc([N+](=O)[O-])cc2)n1 | 0.5 | i | -1.2

Further compounds.
canonical_smiles | Kir21 inh | KCNQ2 block | STK33 kinase inh
O=C(O)CCn1c(SCc2cccc3ccccc23)nc2ccccc21 | 0.93 | i | -2.7
NS(=O)(=O)c1ccc(NC(=O)CSc2ccc3ccccc3n2)cc1 | -0.47 | i | -1.7
CC(=O)c1cccc(NC(=O)/C(=C\c2ccco2)NC(=O)c2cccs2)c1 | -1.1 | i | 2.3
CN(C(=O)CSc1nnc(-c2ccncc2)n1C)C1CCS(=O)(=O)C1 (stereo not given) | 0.6 | i | -1.2
COc1ccc(N=C2SC(CC(=O)Nc3ccccc3)C(=O)N2Cc2ccccn2)cc1 (stereo not given) | 0.31 | i | -0.6
CCOC(=O)c1ccc(NC(=O)N2CCN(C(=O)c3ccco3)CC2)cc1 | 0.29 | i | -0.6
COc1ccc(/C=N/NC(=O)c2cnccn2)cc1O | 0.71 | i | .
COc1ccccc1C#Cc1ccc2c(=O)c3ccccc3n(C)c2c1 | 0.46 | i | 1.5
COc1ccc(CNC(=O)C2(C)Cc3ccccc3C(=O)O2)cc1 (stereo not given) | -0.18 | i | -1.1
CCOC(=O)c1c(C)n(-c2ccccc2)c2ccc(OCCN(C)C)cc12 | -3.1 | i | 14
c1ccc(CCN2CN=C(Nc3nc4ccccc4o3)NC2)cc1 | 1.1 | i | -0.2
COc1ccc(CC(=O)Nc2ccncc2Cl)cc1 | -0.32 | i | -1.7
C[C@@H]1O[C@@H](OC2C(O)C(OCCc3ccc(O)c(O)c3)OC(CO)C2OC(=O)/C=C/c2ccc(O)c(O)c2)[C@H](O)[C@H](O)[C@H]1O (stereo not given in full) | -0.56 | i | 0.0
OCCN(Cc1nc(-c2ccc3c(c2)OCO3)no1)Cc1cccs1 | -2.1 | i | -1.9
COc1ccc(NC(=O)CSc2nnc(NC(=O)C3CCC3)s2)cc1 | -3.6 | i | 7.6
N#C/C(N=Nc1ccccc1O)=N\Nc1ccccc1O | -1.7 | i | 3.6
COC(=O)c1c(NC(=O)c2c(Cl)cnn2C)sc(C)c1C | -0.56 | i | 2.5
O=C(NCCCN1CCOCC1)c1onc(CSc2ccccc2)c1C(=O)NCCCN1CCOCC1 | 0.07 | i | -0.6
COCCN(C(=O)Cc1cccs1)C(C(=O)NCc1ccc(OC)cc1)c1ccc(OC)cc1 (stereo not given) | -0.02 | i | 0.4
O=C(CS(=O)(=O)c1cn(CC(=O)N2CCOCC2)c2ccccc12)NCc1ccccc1 | 1.1 | i | -1.4

Structural class: the entries above with a cyano group.
canonical_smiles | Kir21 inh | KCNQ2 block | STK33 kinase inh
Cc1cc(C(=O)Nc2sc3c(c2C#N)CCC(C)C3)no1 (stereo not given) | -0.29 | i | -1.3
N#C/C(N=Nc1ccccc1O)=N\Nc1ccccc1O | -1.7 | i | 3.6

The list continues.
canonical_smiles | Kir21 inh | KCNQ2 block | STK33 kinase inh
CCOC(=O)Cc1csc(SCC(=O)Nc2cc(C)ccc2OC)n1 | -2.9 | i | -1.2
Cc1ccc(C(=O)CSc2nnc3ccccn23)c(C)c1 | 0.05 | i | -1.1
Cc1ccc(N2C(=O)N3[C@H]4c5ccccc5OC[C@@H]4[C@@H](c4ccccc4)[C@@]3(C)C2=O)cc1 | 1 | i | -0.7
COc1cccc(/C=C(/C(=O)OCC(=O)NC2CCCC(C)C2C)c2ccccc2)c1 (stereo not given) | -0.16 | i | -1.7
C=CCSc1nnc2c(n1)OC=Nc1ccccc1-2 | 0.8 | i | 0.3
CCOc1ccc(C(=O)Nc2cccc(-c3ccc(N4CCOCC4)nn3)c2)cc1OCC | -0.24 | i | -1.4
COc1cccc(-c2nc(NCc3ccccc3)c3ccccc3n2)c1O | -0.57 | i | -1.6
CCOC(=O)c1c(NC(=O)CN2CCN(C(=O)c3ccco3)CC2)sc(C)c1C | 1.5 | i | -1.5
CCn1c(=O)cc(O)c2ccccc21 | -0.02 | i | 1.0
CCOc1ccc(S(=O)(=O)N2CCC(C(=O)NCc3ccco3)CC2)cc1 | -0.05 | i | -2.6
C/C(=N\N1CCN(C2c3ccccc3-c3ccccc32)CC1)c1ccncc1 | -1.3 | i | -0.3
Cn1cc(/C=C2\SC(=O)N(c3ccccc3)C2=O)c2ccccc21 | -0.49 | i | 0.1
COc1ccc(C(=O)NCC(=O)N2CCc3ccccc3C2)cc1 | -0.11 | i | -1.3
Cc1ccccc1N(C(=O)c1snc(C(N)=O)c1N)C(C(=O)NCC1CCCO1)c1ccc(N(C)C)cc1 (stereo not given) | 0.96 | i | -1.1
CC1(C)CC(NC(=O)COc2ccccc2Cl)CC(C)(C)N1 | 0.17 | i | -0.5
CCN1CCN(C(=O)c2ccc3c(c2)N(Cc2ccccc2)C(=O)c2ccccc2S3=O)CC1 (stereo not given) | -0.32 | i | -1.2
CC(NCC(O)COCc1ccc(Cl)cc1)c1ccccc1 (stereo not given) | -8.5* | i | -1.5
Nc1nnc(-c2ccc(Cl)c([N+](=O)[O-])c2)s1 | 0.66 | i | -1.6
CCOc1ccc(C(=S)NC2CCCCC2)cc1 | -0.39 | i | -0.5
Cc1cc2nc3ccc(N(C)C)cc3nc2cc1N | -3.1 | i | 2.0
CC(Oc1cccc(Cl)c1)C(=O)Nc1cc(=O)n(C)c(=O)n1C (stereo not given) | -0.43 | i | -0.7
S=C(NCC1COc2ccccc2O1)Nc1ccccc1 (stereo not given) | 1.8 | i | -0.6
CCc1ccc2oc(C(=O)N3CCN(c4ccccc4OC)CC3)cc(=O)c2c1 | -1.5 | i | -3.2
COc1cc(/C=N/NC(=O)c2ccc(CSc3nc4ccccc4[nH]3)cc2)cc(OC)c1OC | -0.15 | i | -0.1
CCCCCCc1c(O)nc(SCCN(C)C)[nH]c1=O | 0.15 | i | 0.9
CCOc1cccc(C2NC(=S)NC(C)=C2C(=O)Nc2ccccc2)c1 (stereo not given) | 0 | i | -2.0
Cc1ccc(S(=O)(=O)NN=C2C3CC4CC(C3)CC2C4)cc1 | -0.92 | i | -0.6
COc1cc(/C=C\C(=O)NCc2ccc3[nH]c(C)cc3c2)cc(OC)c1OC | 0.39 | i | -1.8
O=C(Cn1c2ccccc2c(=O)c2cc([N+](=O)[O-])ccc21)Nc1ccccc1Cl | 0.49 | i | 9.8
O=C(CSc1nnc(CNc2ccc(F)cc2)n1Cc1ccccc1)NCc1ccccc1 | 0.76 | i | -0.6
CC(C)(C)C(=O)Nc1ccc(-c2csnn2)cc1 | -1.2 | i | 0.1
CC(CN1CCOCC1)OC(=O)c1ccccc1 (stereo not given) | -1.6 | i | 6.5
COc1ccc(/C=N/NC(=O)c2ccco2)cc1OCc1ccccc1 | -1.9 | i | -0.9
Cc1ccnc2nc(C(=O)OCCOc3cccc(Br)c3)nn12 | -0.11 | i | 0.1
CC(NS(=O)(=O)c1ccc(Br)cc1)C(=O)NCc1ccc2c(c1)OCO2 (stereo not given) | -0.8 | i | 0.1
COC(=O)c1sc2nc(CSc3ccc(Br)cc3)[nH]c(=O)c2c1C | -0.39 | i | -0.5
N#C/C(=C\c1ccc(OCCN2CCOCC2)cc1)C(=O)Nc1ccccc1 | 0.13 | i | 1.9
Cc1cc(OCCn2cnc3ccccc3c2=O)cc(C(C)C)c1 | -0.64 | i | 0.4
Cc1ccc(/C=C2\OC(=O)c3ccccc32)cc1 | -0.63 | i | -0.2
CCC1=C(OC(=O)N(CC)CC)N2C(=O)OC(=NCCc3c[nH]c4ccccc34)[C@]2(C)[C@H]2C1=CC[C@H]1C(=O)N(CC(=O)OC)C(=O)[C@H]12 | 1.9 | i | -0.9
COC(=O)CCN(c1ccccc1)S(=O)(=O)c1cc(-c2cc(C)no2)ccc1OC | 0.59 | i | -0.8
Cc1c(OCC(=O)OC(C)(C)C)ccc2c3c(c(=O)oc12)CCC3 | 0.13 | i | -1.7
CC(=O)c1cccc(NC(=O)CSc2ccc(-c3ccc4c(c3)OCO4)nn2)c1 | -0.42 | i | 0.2
Cc1nnsc1NC(=O)OCCCl | -1.7 | i | -1.1
C/C(=N\NC(=O)c1c[nH]c2ccccc12)c1ccc(C)o1 | 0.6 | i | 1.1
